Lipid storage S3: qHTS Assay for Lipid Storage Modulators in Drosophila S3 Cells; Drosophila S3 cells, BODIPY lipid droplet fluorescence, 18-24 h; cells fed with added oleic acid; lipid storage change, negative = inhibition, % at the top dose, mostly 46.1 µM; hits show Potency in µM; hit rate 0.64% among 320,000; active = well fitted inhibition curve with a large enough effect in the signal ratio, with a control signal flat, not every such curve was filed as active; inconclusive = small, poorly fitted or top-dose-only effect, or effect the other way, or a change in a side signal; the % refers to the signal ratio
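Laser-scanning cytometry quantifies lipid droplet accumulation (500–530 nm total intensity; droplet/cell object ratio) in oleic acid-fed (400 uM added) Drosophila S3 cells treated with a concentration series. 20 uM Triacsin C defined 100% inhibition.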
Lipid storage S3 cell count max: recorded beside Lipid storage S3, whose call it bears; cell number change, %; measured here: cell count max response;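 cells counted by Cell Tracker Red CMTPX staining in the red channel; peak over a dose series mostly up to 46.1 µM; percent activity relative to internal control wells on each plate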
Numbers without * were called inactive; i = inactive; ? = inconclusive; / = not tested or not shown; [ ] = another dose, or the depositor's remark. % is set by controls: 0 for no effect and ±100 for the full control effect; potency is the fitted concentration of half-maximal effect. This is a subset; the hit share may differ from the screen's.

SMILES | Lipid storage S3 | Lipid storage S3 cell count max
O=C(N/N=C/c1ccncc1)NC12CC3CC(CC(C3)C1)C2 | -14% | -29
O=C(OCc1cc2ccccc2[nH]c1=O)c1ccccn1 | 17% | -17
CCOc1ccc(NC(=O)CN(C)C(=O)Cn2c(=O)oc3ccccc32)cc1OCC | ? | /
CC(=O)N1CCN(c2ccc(NCc3ccc(F)cc3)cc2)CC1 | ? | /
Cc1noc(C)c1S(=O)(=O)N(CC(=O)NCc1ccccc1)c1ccc(C(C)C)cc1 | ? | /
COc1ccc(C(CNC(=O)C(C)Oc2ccc(Br)cc2)N2CCCC2)cc1 (configuration not stated) | ? | /
CCOC(=O)c1ccc(NC(=S)NCCCN2CCCC2=O)cc1 | 0% | 7
CC1(NC(=O)N2CCCCC2)CCS(=O)(=O)C1 (configuration not stated) | 11% | 2
COc1ccc(CC(=O)NNC2=Nc3cccc4cccc2c34)cc1OC | 20% | -7
Cc1c([N+](=O)[O-])cc(C(=O)Nc2ccc3ncccc3c2)cc1[N+](=O)[O-] | i | -18
Cc1ccccc1NC(=O)Cn1nc(C)c2ccccc2c1=O | ? | /
COc1ccc(-n2c(Cc3cccn3C)nnc2SCC(=O)N2CCOCC2)cc1 | -9% | -6
CCOC(=O)NNc1cc(C(F)(F)F)ccn1 | -6% | 7
O=C(CCc1ccccc1)Nc1cc2c3c(c1)CCC(=O)N3CCC2 | -13%[0.0737 µM] | -1
COc1cc(/C=N/n2c(-c3cc(C)[nH]n3)n[nH]c2=S)cc(OC)c1O | -13% | 3
CC1Oc2ccccc2N(CC(=O)c2ccccc2)C1=O (configuration not stated) | 29% | -9
O=C(C[n+]1ccccc1)N/N=C/c1c(F)cccc1Cl | -22% | 1
O=C1[C@@H]2C(c3cccnc3)=NO[C@@H]2C(=O)N1c1ccc2ccccc2c1 | ? | /
Cc1cc(C(=O)O)c(CCCN)s1 | ? | /
COc1cc(C(=O)Nc2cc(C)cc(C)c2)c(-n2cnnn2)cc1OC | -11% | -1

3 compounds already listed, sorted by the value under Lipid storage S3, low to high.
| SMILES | Lipid storage S3 |
| --- | --- |
| O=C(C[n+]1ccccc1)N/N=C/c1c(F)cccc1Cl | -22% |
| CCOC(=O)NNc1cc(C(F)(F)F)ccn1 | -6% |
| CC1Oc2ccccc2N(CC(=O)c2ccccc2)C1=O (configuration not stated) | 29% |

More compounds:
SMILES | Lipid storage S3 | Lipid storage S3 cell count max
COc1ccc(Nc2ncc(C(=O)N3CCN(c4ccccc4OC)CC3)c3ccccc23)cc1 | -3% | /
COc1ccc(N2CCN(C(=O)c3ccc(C)c(Cl)c3)CC2)cc1 | ? | /
CCCSc1nc(=O)n2cccc(C)c2n1 | i | /
O=C1/C(=C/c2ccccc2)Oc2cc(OC(=O)N3CCOCC3)ccc21 | ? | /
O=C1ON=C(c2ccc(Cl)cc2)/C1=C/c1ccc(O)cc1 | ? | /
Cc1cc(C)n(C(=O)c2cccc([N+](=O)[O-])c2)n1 | 5% | -16
Cc1ccccc1-n1c(-c2csc(C)c2C)n[nH]c1=S | 1% | -1
COc1cc(/C=C/c2nc3ccccc3c(=O)[nH]2)cc(Cl)c1O | ? | /
COc1cc(C)nc(Oc2ccc(OCCOc3ccccc3)nn2)n1 | 15% | /
CCCOC(=O)c1ccc(O)c(OC)c1 | -2% | 13

Entries of single compounds, quoted from the list. Order of values: Lipid storage S3	Lipid storage S3 cell count max
CCCSc1nc(=O)n2cccc(C)c2n1 is listed with i	/
O=C(OCc1cc2ccccc2[nH]c1=O)c1ccccn1 is listed with 17%	-17

The results go on:
SMILES | Lipid storage S3 | Lipid storage S3 cell count max
COCCN(CC(=O)Nc1cccc(C)c1C)C(=O)c1cc(-c2cccs2)nn1-c1ccccc1 | ? | /
COc1ccc(Cn2c(C)c(C)c(C#N)c2NC(=O)Nc2cccc(C)c2)cc1 | ? | /
Cc1ccccc1OCC(=O)NN1CCN(C)CC1 | 0% | 8
Cc1cccc(N2CCN(C(=O)c3ccccc3NC(=O)C3=CSCCO3)CC2C)c1 (configuration not stated) | i | 14
CC(C)c1ccc(NC2CCCN(C(=O)c3cnn(C(C)C)c3)C2)cc1 (configuration not stated) | ? | /
O=C1C=C(c2cccc(OCc3ccccc3)c2)C[C@@H](c2ccc3c(c2)OCO3)C1 | ? | /
Cc1cc(Cl)ccc1OCCCC(=O)N/N=C/c1cccc([N+](=O)[O-])c1 | ? | /
O=C1Nc2cc(C(=O)N3CCOCC3)ccc2S/C1=C\c1ccccc1 | ? | /
CC(=O)c1cccc(-n2c(CCC(=O)O)ccc2-c2ccccc2)c1 | -7% | -6
O=C(NC(=S)Nc1ccccc1N1CCCCC1)c1ccc(F)cc1Cl | ? | /
COc1ccc(S(=O)(=O)c2c(O)c3ccc(C(=O)Nc4ccccc4F)cc3[nH]c2=O)cc1 | ? | /
COc1ccc(NC(=O)NC2CCCc3ccccc32)cc1OC (configuration not stated) | ? | /
Cc1ccc(Nc2cc(C)nc(-c3ccccc3)n2)cc1 | i | /
O=C(COc1ccccc1Cl)NCCNC(=O)c1cccnc1 | i | -28
O=C(CN1C(=O)c2ccccc2C1=O)Nc1nc(-c2cccc([N+](=O)[O-])c2)cs1 | ? | /
COc1ccc(/C=C/C(=O)OCC(=O)Nc2ccc(S(N)(=O)=O)cc2)cc1OC | ? | /
CCN(CC)S(=O)(=O)c1ccc2c(c1)[nH]c(=S)n2CC | i | 13
COc1ccc(C(=O)N2CCN(c3ncccn3)CC2)cc1 | ? | /
O=C(COC(=O)C1=COCCO1)Nc1ccc2c(c1)OCO2 | ? | /
CN(CC(=O)Nc1ccc(Cl)cc1)C(=O)c1cccc(S(=O)(=O)N(C)C)c1 | 10% | 4
OCCC1CN(Cc2nc3ccccc3s2)CCN1C1CCCC1 (configuration not stated) | -6% | -21
CC(=O)Nc1ccccc1-c1nc2cc(C#N)c(C#N)cc2[nH]c1=O | 0% | 7
CCNC(=S)N(CCc1c(C)[nH]c2ccc(C)cc12)Cc1cc(OC)c(OC)c(OC)c1 | ? | /
CCCCS(=O)(=O)N1CCCC(C(=O)Nc2ccc3c(c2)CCC3)C1 (configuration not stated) | ? | /
Cc1ccc(C(=O)CSc2nnc(C3CC3)n2C2CC2)s1 | ? | /
CCCCOC(=O)Nc1sc2c(c1C(=O)OC)CCC2 | ? | /
O=c1nc(SCc2ccc(Cl)cc2)nc(-c2ccccc2)[nH]1 | 3% | -1
CC(C)C[C@H](NC(=O)[C@@H]1Cc2c([nH]c3ccccc23)C2c3ccccc3C(=O)N21)C(=O)N1CCC[C@@H]1C(=O)O (some centres not stated) | ? | /
CC(/C=N/NC(=O)c1ccccc1F)=C\c1ccccc1 | ? | /
O=C(O)c1cccc(N2C(=O)c3cccc4cccc(c34)C2=O)c1 | ? | /
COc1ccc(C(=O)NC2CCC(O)CC2)cc1S(=O)(=O)NCc1ccc(Cl)cc1 (configuration not stated) | 10% | 3
O=C(CN1C(=O)C(=O)N(C2CCCC2)C1=O)Nc1ccc(F)cc1F | ? | /
Cc1cccc(-c2noc(CN(C)C(=O)c3ccc4c(c3)OCO4)n2)c1 | ? | /
COc1ccc(CNC(=O)CS(=O)CC(=O)O)cc1OC (configuration not stated) | ? | /
O=C(O)C1CC=CCC1C(=O)N1CCc2ccccc21 (configuration not stated) | 2% | 13
Cc1ccc(CN2CCN(Cc3cnc(N(C)C)s3)CC2CCO)o1 (configuration not stated) | ? | /
O=[N+]([O-])c1ccccc1S(=O)(=O)Oc1ccccc1/C=N/n1cnnc1 | ? | /
CCCOc1ccccc1C1NC(=O)NC(C)=C1C(=O)OCCOC (configuration not stated) | ? | /
Cc1c(Cl)cccc1NC(=O)NCc1ccccn1 | 2% | /
CCN1CCN(C(=O)c2ccc(CS(=O)(=O)Cc3ccccc3C)o2)CC1 | i | 22
CCOCCCn1c(-c2ccc(Cl)cc2)n[nH]c1=S | ? | /
O=C(O)/C=C\C(=O)Nc1ccccc1C(=O)NCc1ccccc1 | 3% | -3
CC(=O)NCCC(=O)Nc1nc(C)c(Cc2ccc3c(c2)OCO3)s1 | ? | /
COC(=O)c1ccc(NC(=S)NCCCn2ccnc2)cc1 | -1% | 27
Cc1ccc(S(=O)(=O)NCC(=O)OC(C(=O)c2ccccc2)c2ccccc2)cc1 (configuration not stated) | -8% | 7
CCc1ccc(S(=O)(=O)NC2CC(C)(C)NC(C)(C)C2)cc1 | ? | /
CC1CCCN(S(=O)(=O)c2cc3c4c(c2)CCN4C(=O)CC3)C1 (configuration not stated) | i | /
Cc1c(-n2c(SCC(=O)N(C)C3CCS(=O)(=O)C3)nc3ccccc3c2=O)c(=O)n(-c2ccccc2)n1C (configuration not stated) | -9% | 17
CCNc1nc(NCC)nc(N/N=C/c2ccccc2)n1 | 12% | -1
Cc1ccc2nc(Nc3nc(CSc4nc5ccccc5s4)cc(=O)[nH]3)nc(C)c2c1 | -7% | 4

An excerpt of these results, field by field:
> CC1Oc2ccccc2N(CC(=O)c2ccccc2)C1=O (configuration not stated)
  Lipid storage S3 = 29%	Lipid storage S3 cell count max = -9

> O=C(C[n+]1ccccc1)N/N=C/c1c(F)cccc1Cl
  Lipid storage S3 = -22%	Lipid storage S3 cell count max = 1

> O=C1[C@@H]2C(c3cccnc3)=NO[C@@H]2C(=O)N1c1ccc2ccccc2c1
  Lipid storage S3 = ?	Lipid storage S3 cell count max = /

> Cc1cc(C(=O)O)c(CCCN)s1
  Lipid storage S3 = ?	Lipid storage S3 cell count max = /

(further entries)
SMILES | Lipid storage S3 | Lipid storage S3 cell count max
Fc1ccc(/C=C2\CCCC3=C2NC(=S)NC3c2ccc(F)cc2)cc1 (configuration not stated) | 22% | 28
C=CCN(c1ccc(C(=O)Nc2cccc(C)c2)cc1)S(C)(=O)=O | ? | /
O=C(NCc1ccc(F)cc1)C1CC(=O)N(C2CCCCCCC2)C1 (configuration not stated) | i | /
CC(=O)c1ccc(NC(=O)C(C)OC(=O)c2ccc(NS(=O)(=O)c3ccc(F)c(F)c3)cc2)cc1 (configuration not stated) | ? | /
O=C(O)/C=C/c1ccccc1Oc1ccc(Cl)cc1Cl | ? | /
CC12CCC(C(=O)Nc3cc(Cl)ccc3Cl)(C/C1=N\O)C2(C)C (configuration not stated) | -1% | -3
O=C(C1=C[C@@H](c2ccc(C(F)(F)F)cc2)C[C@@H](OCc2ccc(CO)cc2)O1)N1CCOCC1 | 0% | /
COC(=O)c1ccc2c(=O)n(CC3CCCO3)c(SCC(=O)Nc3ccc(OC)cc3OC)nc2c1 (configuration not stated) | -7% | 13
CCOc1ccccc1C1C2C(=O)N(c3ccccc3)C(=O)C2ON1c1ccccc1 (configuration not stated) | 11% | -16
COC(=O)c1cccnc1-n1c(=O)c2cccnc2n(Cc2cccc(C(F)(F)F)c2)c1=O | 7% | 12
CCOC(=O)c1cn(CC(=O)Nc2cccc(Cl)c2C)nn1 | ? | /
O=C1CC(N2CCC(O)(c3ccc(Cl)cc3)CC2)C(=O)N1 (configuration not stated) | 19% | -8
COc1ccc(C(=O)Nc2ccc(S(=O)(=O)N3CCCC3)cc2)c(OC)c1 | i | 7
NC(=O)c1ccsc1NC(=O)COC(=O)CCCOc1ccccc1 | i | -25
COc1ccc(OC)c(-c2cc(C3CCN(c4cc(Cl)nc(N)n4)CC3)[nH]n2)c1 | -20% | /
CCSc1nc2ccccc2n1CCOc1ccccc1 | 1% | -8
CCc1nnc(NC(=O)C2CC(=O)N(Cc3ccco3)C2)s1 (configuration not stated) | ? | /
O=C(CCNS(=O)(=O)c1ccccc1)NNC(=O)C1COc2ccccc2O1 (configuration not stated) | 26% | -25
COC(=O)Cn1c(=NC(=O)CCS(=O)(=O)c2ccccc2)sc2c(OC)ccc(OC)c21 | -13% | 7
CCOc1ccc(S(=O)(=O)NCc2ccncc2)cc1NC(=O)c1ccccc1F | ? | /
CC(Cc1ccccn1)NC(=O)CCc1nnc(C2CCCCC2)o1 (configuration not stated) | 0% | -1
CCc1ccc(NS(=O)(=O)c2ccc3[nH]cc(C(=O)N4CCCCC4)c(=O)c3c2)cc1 | ? | /
COc1ccc(C(CNC(=O)C(C)(C)Oc2ccc(Cl)cc2)N2CCCC2)cc1 (configuration not stated) | ? | /
COC(=O)c1sc(NC(=O)COc2cccc3ccccc23)nc1C | ? | /
Cc1c(O)nc(SCC(=O)Nc2cccc(C(F)(F)F)c2)n(-c2ccccc2)c1=O | ? | /
COc1ccc(N(CC(=O)NCc2ccc3c(c2)OCO3)C(=O)CCC(=O)Nc2ccccn2)cc1 | -4% | 2
CC1Cc2ccccc2N1S(=O)(=O)c1cccc(C(=O)OCC(=O)NCc2ccco2)c1 (configuration not stated) | 0% | 1
COC(=O)c1ccc(NC(=O)COC(=O)c2nc3nccc(C)n3n2)cc1 | ? | /
Cc1ccccc1CN1C2=NCCN2c2ccccc21 | ? | /
CC(OC(=O)Cn1[nH]c(=O)c2ccccc2c1=O)C(=O)c1ccccc1 (configuration not stated) | -4% | 22
Cc1cc(F)ccc1S(=O)(=O)Nc1ccccc1C(=O)Nc1ncn[nH]1 | ? | /

Structures listed so far that contain a CF3 group:
SMILES | Lipid storage S3 | Lipid storage S3 cell count max
CCOC(=O)NNc1cc(C(F)(F)F)ccn1 | -6% | 7
O=C(C1=C[C@@H](c2ccc(C(F)(F)F)cc2)C[C@@H](OCc2ccc(CO)cc2)O1)N1CCOCC1 | 0% | /
COC(=O)c1cccnc1-n1c(=O)c2cccnc2n(Cc2cccc(C(F)(F)F)c2)c1=O | 7% | 12
Cc1c(O)nc(SCC(=O)Nc2cccc(C(F)(F)F)c2)n(-c2ccccc2)c1=O | ? | /
